H9c2 TAG inh: inhibitors of triacylglycerol accumulation, primary screen, cell-based, uHTS, fluorescence, H9c2 | H9c2 cells, Nile Red lipid (TAG) fluorescence; cells loaded with 200 µM oleic acid | inhibition, % at 12.5 µM | 0.66% of 230,000 active;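 active means pattern-corrected inhibition of lipid staining of at least 50% with the nuclear-stain viability signal not falling by more than 50%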;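 further: 0% = DMSO wells and 100% = triacsin C control wells; some results filed as inactive read as strong as hits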
H9c2 TAG inh DAPI viability: recorded beside H9c2 TAG inh, whose call it bears; DAPI nuclei signal change (viability), lower = more cytotoxic, %;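 whole-well DAPI fluorescence read on a plate reader as a viability signal; minus 50 percent equals half of cells still viable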
An asterisk follows results filed as active.

SMILES	H9c2 TAG inh	H9c2 TAG inh DAPI viability
Cc1c(C(=O)NCc2ccccc2)cnn1-c1ccccc1	8.6	-10.5
COc1cccc(C(=O)Nc2ccc(S(=O)(=O)Nc3onc(C)c3C)cc2)c1	18.7	0.8
COC1=C(Nc2ccccc2OC)C(=O)c2ccccc2C1=O	93.4	-62.6
Cc1ccccc1-n1c(SCc2c(C)noc2C)nnc1-c1c[nH]c2ccccc12	22.7	-8.4
Cc1cccc(C)c1N1CCN(C(=O)Nc2ccc3c(c2)OCCO3)CC1	11.8	-3.9
COc1cccc(NC(=O)NNC(=O)COc2ccc3ccccc3c2)c1	2.2	-11.3
CCSc1nnc(NC(=O)NC2CCCCC2)s1	3.6	-3.5
CN1CCN(C(=O)c2cnn(-c3ccccc3)c2NC(=O)c2ccccc2)CC1	8.1	8.0
COC(=O)CCCC(=O)N(C)CC1CCCN(CCc2ccccc2C)C1 (stereo not given)	-4.0	12.5
C[C@@H]1CC=C[C@H]2[C@H]1C(=O)N(Cc1ccccc1)[C@H]2c1ccc2ccccc2c1/C=C/c1ccccc1	-11.4	11.7
CC1=CC(C)C2C(=O)N(CCCN(C)C)C(=O)C2C1 (stereo not given)	5.7	-0.2
COc1ccc(C2=NS(=O)(=O)N(C)C(C(=O)N(C)Cc3ccccc3)=C2)cc1OC	-25.1	-5.3
CCN(CC)C(=O)C(=O)c1cccn1-c1cccc(-n2cccc2C(=O)C(=O)N(CC)CC)c1C#N	-1.3	-3.1
O=C(NC(=S)Nc1ccccc1N1CCCC1)c1ccccc1Br	-1.8	-2.3
Cc1ccn2cc(CCNC(=O)C3CCCCC3)nc2c1	-3.0	-3.3
O=C(Nc1ccc(F)c(Cl)c1)c1cc(C2CCCCN2C(=O)CCCc2ccccc2)on1 (stereo not given)	-10.1	8.0
Cn1c(SCC(=O)Nc2ccc(F)cc2)nc2c(c1=O)SCC2	10.2	2.4
Cc1ccc(C)c(C(=O)Nc2cc(C)nn2-c2nc(C)cc(C)n2)c1	2.0	-3.7
CC1CN(S(=O)(=O)c2cccc(C(=O)N(CCc3ccccc3)Cc3ccccc3)c2)CC(C)O1 (stereo not given)	-5.5	-3.5
CC(C)C(=O)N1c2ccccc2NC2=C(C(=O)CCC2)C1c1ccc(N(C)C)cc1 (stereo not given)	-6.1	9.6

A different layout for part of the listing above.
> O=C(NC(=S)Nc1ccccc1N1CCCC1)c1ccccc1Br
- H9c2 TAG inh: -1.8
- H9c2 TAG inh DAPI viability: -2.3

> C[C@@H]1CC=C[C@H]2[C@H]1C(=O)N(Cc1ccccc1)[C@H]2c1ccc2ccccc2c1/C=C/c1ccccc1
- H9c2 TAG inh: -11.4
- H9c2 TAG inh DAPI viability: 11.7

> COC(=O)CCCC(=O)N(C)CC1CCCN(CCc2ccccc2C)C1 (stereo not given)
- H9c2 TAG inh: -4.0
- H9c2 TAG inh DAPI viability: 12.5

> Cc1ccccc1-n1c(SCc2c(C)noc2C)nnc1-c1c[nH]c2ccccc12
- H9c2 TAG inh: 22.7
- H9c2 TAG inh DAPI viability: -8.4

(list continues)
SMILES	H9c2 TAG inh	H9c2 TAG inh DAPI viability
O=[N+]([O-])c1ccc2ncnc(Nc3ccc4c(c3)OCCO4)c2c1	4.5	-0.6
CCN1CCN(C(c2ccc(F)cc2)c2nnnn2Cc2ccc3c(c2)OCO3)CC1 (stereo not given)	7.0	7.7
C=CCc1cccc(/C=N/NC(=O)CCC(=O)Nc2ccc(C)cc2)c1O	-27.5	-13.4
O=C(Cc1ccccc1)c1ccc(O)cc1	14.3	-11.8
O=S(=O)(Nc1cccc(-c2ccc3nncn3n2)c1)c1cc(F)ccc1F	7.9	-0.2
COc1cccc(-c2nnc(-c3ccccc3[N+](=O)[O-])o2)c1	1.7	8.0
O=S(=O)(c1ccc(Oc2ncnc3scc(-c4ccccc4)c23)cc1)N1CCOCC1	-1.9	-3.3
COc1ccc2nc(N/C(N)=N/C(=S)Nc3c(C)cccc3C)nc(C)c2c1	1.5	0.0
CN(C)c1ccc(C(=S)NC2CCCCC2)cc1	4.7	1.1
N#C/C(=C\c1cc([N+](=O)[O-])c(N2CCCCC2)cc1N1CCCCC1)c1nn(-c2ccccc2)c(N)c1C#N	50.9*	-13.9*

Fetched by structure from the list above:
SMILES	H9c2 TAG inh	H9c2 TAG inh DAPI viability
O=S(=O)(Nc1cccc(-c2ccc3nncn3n2)c1)c1cc(F)ccc1F	7.9	-0.2
O=S(=O)(c1ccc(Oc2ncnc3scc(-c4ccccc4)c23)cc1)N1CCOCC1	-1.9	-3.3
O=[N+]([O-])c1ccc2ncnc(Nc3ccc4c(c3)OCCO4)c2c1	4.5	-0.6
COc1cccc(-c2nnc(-c3ccccc3[N+](=O)[O-])o2)c1	1.7	8.0
CN(C)c1ccc(C(=S)NC2CCCCC2)cc1	4.7	1.1

Continuation.
SMILES	H9c2 TAG inh	H9c2 TAG inh DAPI viability
O=c1nc(SCc2cccc(C(F)(F)F)c2)nc2ccccn12	-13.3	-3.7
CCC(C)(C)NC(=S)Nc1ccccc1C	-1.2	-12.4
Fc1ccc(-c2csc3ncnc(N4CCN(Cc5ccccc5)CC4)c23)cc1	-12.6	5.8
CCCCCCCCNS(=O)(=O)CCNC1CCCCC1	5.9	-4.6
CC1(C(=O)NS(=O)(=O)c2ccc(C#N)cc2)CCN1C(=O)CCc1ccc(Cl)cc1Cl (stereo not given)	7.1	12.7
COc1cccc(-n2c(SCC(=O)NC3CC3)nc3ccccc3c2=O)c1	1.2	-8.3
CC(C)(C)NC(=O)CN(C(=O)CNS(=O)(=O)c1ccccc1)c1ccc2c(c1)OCCO2	9.4	-8.0
CN(C)C(=O)CCC(=O)N1CCCC(C(=O)c2ccc(C(F)(F)F)cc2)C1 (stereo not given)	5.2	-5.3
CC1CCN(S(=O)(=O)CCNC(=O)c2ccc(F)cc2)CC1	4.5	-6.1
COC(=O)c1cc2sc(Cl)cc2n1Cc1nc(-c2ccccc2)oc1C	-20.5	-2.7

A draw from above in order of formula weight, lowest first:
SMILES	H9c2 TAG inh	H9c2 TAG inh DAPI viability
COc1cccc(-c2nnc(-c3ccccc3[N+](=O)[O-])o2)c1	1.7	8.0
C=CCc1cccc(/C=N/NC(=O)CCC(=O)Nc2ccc(C)cc2)c1O	-27.5	-13.4
COc1cccc(-n2c(SCC(=O)NC3CC3)nc3ccccc3c2=O)c1	1.2	-8.3
CN(C)C(=O)CCC(=O)N1CCCC(C(=O)c2ccc(C(F)(F)F)cc2)C1 (stereo not given)	5.2	-5.3
CN1CCN(C(=O)c2cnn(-c3ccccc3)c2NC(=O)c2ccccc2)CC1	8.1	8.0
COc1ccc2nc(N/C(N)=N/C(=S)Nc3c(C)cccc3C)nc(C)c2c1	1.5	0.0
O=C(Nc1ccc(F)c(Cl)c1)c1cc(C2CCCCN2C(=O)CCCc2ccccc2)on1 (stereo not given)	-10.1	8.0

Next results follow.
SMILES	H9c2 TAG inh	H9c2 TAG inh DAPI viability
Cc1cc[n+](-c2[nH]c(=O)sc2/C=N/NC([S-])=Nc2ccccc2)cc1	-8.3	1.0
C[C@H]1CC[C@]2(O[C@@H](CCO)C[C@H](O)[C@H]2O)O1	-5.2	-6.2
COc1cccc(CC(=O)Nc2ccc3nc(C)sc3c2)c1	0.9	5.0
O=C(Nc1ccccc1N1CCCCC1)c1ncoc1-c1ccc(F)cc1	54.6*	-15.2*
COc1cc(C(=O)Nc2cc(C(F)(F)F)ccc2N2CCOCC2)ccc1OCC(=O)N1CCOCC1	20.8	4.8
Cn1c(SCC(=O)N2CC(=O)Nc3ccccc32)nnc1C(F)(F)F	-1.5	4.2
CN1C(=O)CC(N2CCC(c3nc4ccccc4[nH]3)CC2)C1=O (stereo not given)	8.3	-9.8
Cc1cccc(C)c1NC(=O)c1c(C)nn(-c2ccccc2)c1Cl	-23.6	-0.4
CNc1cc(CSc2ccc(Cl)cc2)nc(C)n1	-9.6	5.9
COc1ccc(/C=C/c2ccncc2)cc1OC	-2.7	18.5
Fc1ccc(CSc2nnc(Cc3sc(-c4ccccc4)nc3-c3ccccc3)o2)cc1	2.8	-10.8
COc1ccc(CNC(=O)CCNC(=O)C2CCN(S(=O)(=O)c3ccc(OC)cc3)CC2)cc1	19.2	-10.0
CCCCC1=CC2=CC(=O)C(C)(OC(=O)CC)C(=O)C2=CN1c1cccc(C#N)c1 (stereo not given)	-18.9	-1.3
O=C(COc1ccc(Cl)cc1Br)NNC(=O)C(=O)N1CCCCC1	10.6	1.7
CC(N=C1NS(=O)(=O)c2ccccc21)C(=O)NCc1ccc(F)cc1 (stereo not given)	-13.8	2.5
CCOC(=O)c1[nH]c(C)c(CN(CCc2ccc(OC)c(OC)c2)C(=O)CCCC(=O)O)c1C	13.6	-3.9
O=C(NNc1cc(C(F)(F)F)nc2ccccc12)Nc1cccc(Cl)c1	-10.3	-6.6
O=C(/C=C/c1cccs1)N1CCN(c2ccc(O)cc2)CC1	-8.7	-1.3
CC12CCC(=O)N1C(C(=O)Nc1ccccc1N1CCCCC1)CS2 (stereo not given)	-32.2	4.0
Cn1ccc(C(=O)Nc2sc3c(c2C(N)=O)CCCCC3)n1	-16.7	-2.1
COc1cc(C(=O)Nc2ccc(C(=O)NCC3CCCO3)cc2)cc(OC)c1OC (stereo not given)	-1.2	3.4
CCc1nnc(NC(=O)C2CCN(C(=O)c3ccccc3C)CC2)s1	8.8	-3.2
O=C(Cc1ccc(Cl)cc1)Nc1cccnc1Cl	0.7	-7.0
COc1ccc(N2CCN(C(=O)COC(=O)c3ccc(OC(F)F)cc3)CC2)cc1	5.8	-3.2
Cc1cc(C)cc(NC(=S)Nc2ccccn2)c1	-14.8	9.8
Cc1c(C(=O)NCc2ccccc2CN2CCCC2)oc2ccccc12	-30.7	2.8
O=C(CSc1nnc(-c2ccncc2)o1)c1cccc([N+](=O)[O-])c1	-2.0	-0.5
O=C(CSc1nnc(-c2ccc(S(=O)(=O)N3CCCC3)cc2)o1)NCC1CCCO1 (stereo not given)	-14.9	3.2

Some of the compounds tested, so the mix of outcomes need not match the whole.
